From PubChem BioAssay
KCNQ1 pot: potentiates or activates the human KCNQ1 potassium channel; CHO-K1 KCNQ1, thallium flux FluxOR fluorescence; active compounds read high; B-score at 10 µM; AID 2648; 310,000 tested, 0.35% active;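 active = fluorescence ratio B-score, a plate-corrected score, at least three library SD, with initial intensity B-score within 5 SD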
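assay system = KCNQ1-transfected CHO-K1 cells | medium = assay buffer with matched DMSO | probe or stimulus = depolarizing K+/Tl+ stimulus, K2SO4 and Tl2SO4 each 12.5 mM in 5x stock | dosing = single dose | incubation = dye 90 min, compound 20 min, room temperature | detection = kinetic FluxOR fluorescence, 10 s baseline plus 110 s post-stimulus | evaluation = ratio B score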
DYRK1A inh: inhibitors of rat Dyrk1A kinase; ADP-Glo luminescence, NFATc1 peptide; 310,000 tested, 0.43% active; inhibition, % at 12.5 µM; AID 504441; in the data active = inhibition above about 50%;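 note: plate controls were vehicle with enzyme for no effect and no enzyme for full effect; many of its hits are not listed in these tables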
TRPC4 PAM: TRPC4 (mouse) allosteric potentiation; Q9QUQ5; HEK293 TRPC4beta/mu-opioid, DAMGO EC20, Fluo-4 Ca2+ flux; active compounds read high; B-score at 10 µM; 310,000 tested, 0.42% active;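 active = B-score of calcium response area above 5 SD of library B-scores, with initial fluorescence ratio within 5 SD of library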;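 note: B-score of integrated fluorescence ratio over time as area under calcium response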
ANO1 activ: activates or potentiates the mouse TMEM16A chloride channel; AID 623877; 340,000 tested, 0.3% active; HEK293 TMEM16A/YFP-H148Q/I152L, iodide quench fluorescence; active compounds read low; B-score at 10 µM; Q8BHY3;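 active = fluorescence-ratio B-score plate-corrected deviation score at least 3 library SD below zero, with starting fluorescence score within 5 deviations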;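 note: channel opened by trigger with iodide after compound preincubation; score built on the fluorescence ratio of max minus min over baseline; more negative score means more quench and so TMEM16A activation or potentiation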
Target sequence (Q8BHY3 whole entry, looked up): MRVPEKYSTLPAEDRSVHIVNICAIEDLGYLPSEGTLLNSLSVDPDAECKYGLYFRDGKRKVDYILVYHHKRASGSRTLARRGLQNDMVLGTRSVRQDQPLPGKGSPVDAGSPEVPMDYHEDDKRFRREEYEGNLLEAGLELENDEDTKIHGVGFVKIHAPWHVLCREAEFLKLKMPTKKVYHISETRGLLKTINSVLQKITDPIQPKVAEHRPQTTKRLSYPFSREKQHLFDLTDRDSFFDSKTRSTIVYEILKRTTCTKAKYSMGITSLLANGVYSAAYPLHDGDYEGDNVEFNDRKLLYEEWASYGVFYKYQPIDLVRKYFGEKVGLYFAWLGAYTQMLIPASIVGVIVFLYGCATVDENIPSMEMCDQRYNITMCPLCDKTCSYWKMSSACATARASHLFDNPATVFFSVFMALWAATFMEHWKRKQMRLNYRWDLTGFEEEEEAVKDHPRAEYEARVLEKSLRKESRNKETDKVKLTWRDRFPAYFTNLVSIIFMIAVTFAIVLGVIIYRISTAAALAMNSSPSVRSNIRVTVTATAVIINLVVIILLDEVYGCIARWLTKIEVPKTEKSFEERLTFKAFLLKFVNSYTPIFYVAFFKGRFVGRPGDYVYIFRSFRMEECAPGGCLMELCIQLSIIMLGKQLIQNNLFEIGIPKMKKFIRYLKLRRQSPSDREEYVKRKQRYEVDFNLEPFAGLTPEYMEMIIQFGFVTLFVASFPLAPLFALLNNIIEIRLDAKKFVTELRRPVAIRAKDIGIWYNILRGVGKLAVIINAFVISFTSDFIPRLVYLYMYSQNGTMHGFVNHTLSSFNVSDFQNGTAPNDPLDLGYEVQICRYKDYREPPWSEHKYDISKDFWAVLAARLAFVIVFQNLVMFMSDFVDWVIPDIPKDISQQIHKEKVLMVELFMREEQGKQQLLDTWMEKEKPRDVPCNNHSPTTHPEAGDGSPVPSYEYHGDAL
KCNK3 block: human KCNK3 channel inhibition, primary screen; O14649; CHO-KCNK3 thallium flux, FluxOR fluorescence; active compounds read low; B-score at 10 µM; 340,000 tested, 0.84% active; AID 602410;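 active = B-score under library mean minus 4 SD, starting fluorescence ratio at most library mean plus 5 SD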;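 note: more negative B-score means stronger inhibition of thallium flux through KCNK3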
TRPC4 act: TRPC4 (mouse) channel activation. Q9QUQ5. HEK293 TRPC4beta/mu-opioid, Fluo4 calcium fluorescence; active compounds read high. B-score at 10 µM. 310,000 tested, 0.49% active;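 active = B-score above 5 SD of library B-scores, and initial fluorescence ratio not above library mean plus 5 SD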;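 note: positive B-score marks a calcium rise read as TRPC4 activation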
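Assay system: HEK293 cells stably co-expressing mouse TRPC4beta and mu-opioid receptor / Timing: Fluo4 dye loading 45 min at room temperature, 110 s recording / Signal: Fluo4 calcium-sensitive dye fluorescence, kinetic, 1 Hz baseline / Read-out: integrated baseline-normalised fluorescence ratio, converted to per-well B score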
KCNK9 inh: inhibitors of human KCNK9 two-pore domain potassium channel; 310,000 tested, 1.2% active; B-score at 10 µM; HEK293 KCNK9, FluxOR thallium flux fluorescence; active compounds read low; AID 488922; Q9NPC2;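 active = ratio B-score over 3 SD below the library mean, with starting fluorescence within 5 SD of its mean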;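 note: negative B-score means less thallium flux so channel inhibition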
HDAC3 inh: inhibitors of human histone deacetylase 3. O15379. recombinant HDAC3, fluorogenic peptide/trypsin coupled, fluorescence. inhibition, % at 8.3 µM. 320,000 tested, 0.15% active. AID 2718; in the data active = inhibition above about 26%, passing the limit was not always enough
KCNQ1 inh: inhibitors of human KCNQ1 potassium channel; P51787; B-score at 10 µM; 310,000 tested, 1.3% active; AID 2642; CHO-K1 KCNQ1, FluxOR thallium flux fluorescence; active compounds read high;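 active = compounds whose thallium flux B-score, printed positive for inhibition, exceeds three library SD while starting fluorescence stays within three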;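 note: channel opened by potassium depolarization with thallium stimulus after 20 min compound exposure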
ANO1 block: inhibitors of mouse TMEM16A calcium-activated chloride channel; Q8BHY3; HEK293 TMEM16A/YFP iodide influx fluorescence, ionomycin; normalized B-score (activity score, 25-100; higher = stronger inhibition) at 10 µM; 310,000 tested, 1.2% active;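 active = ratio plate-corrected score three or more library SD toward inhibition, starting fluorescence score within five deviations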;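 note: score derived from kinetic fluorescence span divided by baseline fluorescence per well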
hERG rescue: hERG (human) protection from proarrhythmic block. AID 1511. CHO-hERG, FluxOR thallium flux, dofetilide IC70 present. 310,000 tested, 0.51% active. Q12809. activation (rescue from dofetilide block), less the hit threshold, % at 10 µM;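 active = activation above the mean of controls blocked by dofetilide plus 5 SD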;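 note: thallium influx through hERG after potassium depolarization seen as dye fluorescence rise; in these data hits start at about 4.7%; inactives centre near -7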
The depositor's hits bear a star; i = inactive; / = not tested or not shown.

molecule,KCNQ1 pot,DYRK1A inh,TRPC4 PAM,ANO1 activ,KCNK3 block,TRPC4 act,KCNK9 inh,HDAC3 inh,KCNQ1 inh,ANO1 block,hERG rescue
COc1ccc(C(=O)CSc2nnc(CNC(=O)c3ccccc3F)n2C)cc1OC,i,/,i,i,i,i,i,-10.3,i,i,-3.2
Cc1cccc(CN2C(=O)N/C(=C/c3cc(C)n(-c4cc(C)ccn4)c3C)C2=O)c1,i,-1.2,i,i,i,i,i,8.9,i,i,-5.0
CCCC(=O)Nc1ccc2oc(=O)ccc2c1,i,0.8,i,i,i,i,i,-12.6,i,i,-4.2
CCCOc1ccc(C2C(C(=O)c3cc4ccccc4o3)=C(O)C(=O)N2c2cc(C)on2)cc1 (centres undefined),i,-2.3,i,i,i,i,i,-6.3,i,i,-12.5
Cc1nnc(NC(=O)CCn2c(=O)oc3ccccc32)s1,i,-2.5,i,i,i,i,i,1.6,i,i,-7.5
Cc1ccc(S(=O)(=O)Oc2ccc(/C=C(/NC(=O)c3ccccc3)C(=O)Nc3ccccc3)cc2)cc1,i,10.9,i,i,i,i,i,0.1,i,i,-9.6
O=C(O)c1ccc(NS(=O)(=O)c2cc(Cl)sc2Cl)cc1,i,7.6,i,i,i,i,i,-0.4,i,i,-10.0
Cc1cc([N+](=O)[O-])ccc1NCc1ccccc1,i,4.0,i,i,i,i,i,-5.1,i,i,-13.3
CC(C)(C)C(=O)NC1CC2CCCC(C1)N2C(=O)Nc1ccccc1Cl (centres undefined),i,-2.7,i,i,i,i,i,-1.3,i,i,-7.3
CC1CCN(C(=O)CSc2ccc(-c3cccc([N+](=O)[O-])c3)nn2)CC1,i,-1.1,i,i,i,i,i,1.6,i,i,-8.6
COc1ccc(/C=C2\N=C(SC)NC2=O)cc1,i,4.2,i,i,i,i,i,-6.7,i,i,-5.4
O=C(c1ccc(N2CCOCC2)c([N+](=O)[O-])c1)N1CCCC(C(F)(F)F)C1 (centres undefined),i,-0.6,i,i,i,i,i,5.9,i,i,-10.4
Cc1cccc(NC(=O)NCCN2CCCCC2)c1,i,-4.3,i,i,i,i,i,-1.0,i,i,-10.3
COc1nnc(-c2ccc(C)c(S(=O)(=O)NCCO)c2)c2ccccc12,i,15.8,i,i,i,i,i,-9.1,i,i,-2.4
CCn1nc(C)c(CNC(=O)CCc2nnc(Cc3c[nH]c4ccccc34)o2)c1C,i,-1.1,i,i,i,i,i,/,i,i,-2.6
O=C(NCCN1CCOCC1)c1cc2cc(Br)ccc2oc1=O,i,-4.3,i,i,i,i,i,-0.7,i,i,-10.7
CCn1cc(CN2CCCC(C(=O)c3ccc(-c4ccccc4)cc3)C2)cn1 (centres undefined),i,0.5,i,i,i,i,i,5.3,i,i,-13.8
Cc1ccc([N+](=O)[O-])cc1S(=O)(=O)Nc1cccc(-c2ccc(N3CCCC3)nn2)c1,i,-4.6,i,i,i,i,i,/,i,i,-4.4
COc1ccc(Br)cc1/C=C/C(=O)Nc1ccc2ccccc2c1,i,-3.9,i,i,i,i,i,0.5,i,i,-10.5
CC(C)(C)NS(=O)(=O)c1ccc(NS(=O)(=O)c2ccc(F)cc2)cc1,i,-0.2,i,i,i,i,i,-3.3,i,i,-7.4
COC(=O)c1ccc(COc2ccc(/C=N/NC(=O)C(=O)Nc3ccc(OC)cc3)cc2OC)o1,i,/,i,i,i,i,i,/,i,i,-6.8
O=C(O)c1ccc2c(=O)n3c(nc2c1)/C(=C/c1cccc(Cl)c1Cl)CC3,i,7.5,i,i,i,i,i,-14.7,i,i,-0.9
CCOC(=O)c1ccc(NC(=O)CSc2nnc(CNc3ccc(C)cc3)n2C)cc1,i,-8.3,i,i,i,i,i,1.7,i,i,-1.2
O=C(O)/C=C/c1ccccc1[N+](=O)[O-],i,-1.1,i,i,i,i,i,/,i,i,-4.7
COc1cccc(CN2C(=O)CCC2(C)C(=O)NC2CCCCCC2)c1 (centres undefined),i,-14.4,i,i,i,i,i,-4.6,i,i,-12.8
CCOc1ccc2nc(NC(=O)C3CCN(C(=O)c4ccco4)CC3)sc2c1,i,11.4,i,i,i,i,i,-4.3,i,i,-3.4
CCN1C(=O)[C@@H]2[C@H](C1=O)[C@@H]1C(=O)Nc3ccccc3C(=O)N1[C@@H]2c1ccccc1,i,1.6,i,i,i,i,i,-4.6,i,i,-3.0
Clc1cccc(Oc2cnc3ccccc3n2)c1,i,-1.4,i,i,i,i,i,-4.5,i,i,-10.9
CC(C)Cc1cc(C(=O)N2CCC(N3CCC(C(=O)NC4CC4)CC3)CC2)n[nH]1,i,-2.6,i,i,i,i,i,1.9,i,i,-2.1
COc1ccc(CCNC(=O)Cn2cccc2C(=O)c2ccccc2)c(OC)c1,i,-1.8,i,i,i,i,i,-0.2,i,i,-8.8

Continued.
molecule,KCNQ1 pot,DYRK1A inh,TRPC4 PAM,ANO1 activ,KCNK3 block,TRPC4 act,KCNK9 inh,HDAC3 inh,KCNQ1 inh,ANO1 block,hERG rescue
Cc1ccc(C(=O)N2CCN(c3ccccn3)CC2)cc1[N+](=O)[O-],i,/,i,i,i,i,i,6.7,i,i,-17.1
Cc1cc(C)n(CC(C)NC(=O)CCc2nnc(CCc3ccccc3)o2)n1 (centres undefined),i,-9.5,i,i,i,i,i,11.7,i,i,-9.9
Cc1ccc(-n2nc3c(c2NC(=O)c2c(-c4ccccc4Cl)noc2C)CS(=O)(=O)C3)c(C)c1,i,9.6,i,i,i,i,i,0.2,i,i,-15.5
O=C(CN1CCN(CC(=O)Nc2ccc(-c3ccccc3)cc2)CC1)Nc1ccc(F)cc1,i,-3.0,i,i,i,i,i,-2.9,i,i,-5.5
O=C(CNC(=O)c1ccccc1)OCc1nnc(-c2ccccc2)o1,i,16.1,i,i,i,i,i,-3.5,i,i,-15.2
NS(=O)(=O)c1ccc(CCNC(=O)C(c2ccccc2)c2ccccc2)cc1,i,4.2,i,i,i,i,i,2.1,i,i,-8.8
CCCC(=O)Nc1ccc(NC(=O)CCc2ccccc2)cn1,i,-3.8,i,i,i,i,i,-3.4,i,i,-1.8
CC(=O)c1cccc(Nc2nc(-c3sc(C)nc3C)cs2)c1,i,5.5,i,i,i,i,i,2.9,i,i,1.0
COc1ccc(OCC(=O)Nc2ccc(S(=O)(=O)N3CCCC3)cc2)cc1,i,12.8,i,i,i,i,i,2.7,i,i,-7.5
CC(C)Cn1cc(F)c(=O)n(CC(C)C)c1=O,i,0.5,i,i,i,i,i,-3.0,i,i,-4.1
O=C(Nc1ccc2ncccc2c1)c1ccccc1,i,19.3,i,i,i,i,i,-2.1,i,i,2.5
COCCCNC(=O)c1cc2c(=O)n(C)c3ccccc3c2n1C,i,29.2,i,i,i,i,i,-6.0,i,i,-8.3
CCC(=O)N/C(=N/c1nc(C)cc(C)n1)Nc1ccccc1,i,1.1,i,i,i,i,i,0.3,i,i,-17.8
COc1ccc(N2CCc3c(C)nc4c(OC)cc(OC)cc4c32)cc1,i,/,i,i,-10.2*,i,i,-0.3,6*,i,-32.0
O=C(COC(=O)Cn1[nH]c(=O)c2ccccc2c1=O)Nc1c(Cl)cccc1C(F)(F)F,i,/,i,i,i,i,i,5.9,i,i,-6.9
CCOc1ccc(CNC(=S)N/N=C/c2cccnc2)cc1,i,0.9,i,i,i,i,i,10.0,i,i,-4.8
O=C(c1nn2c(C(F)(F)F)cc(-c3ccco3)nc2c1Br)N1CCCc2ccccc21,i,9.7,i,i,i,i,i,-2.2,i,i,-15.0
O=C(NCCc1ccccc1)c1ccc(-c2ccc(F)cc2)o1,i,42.8,i,i,i,i,i,-2.1,i,i,-22.4
COc1ccc(CC(=O)N2CC(C)CC(C)C2)cc1OC (centres undefined),i,-5.9,i,i,i,i,i,1.8,i,i,-2.0
COc1ccc2[nH]c3c(N4CCc5ccccc5C4)ncnc3c2c1,i,9.4,i,i,-8.74*,i,i,-0.3,11*,i,-21.9
Cc1cc(C)cc(N(CC(=O)N2CC=C(c3ccccc3)CC2)S(=O)(=O)c2c(C)noc2C)c1,i,-3.5,i,i,i,i,i,4.5,6*,i,-0.9
CCn1c(/C=C/c2ccc(F)cc2)nc2ccccc2c1=O,i,/,i,i,i,i,i,-11.8,i,i,-2.3
Cc1ccc(S(=O)(=O)c2nnn3c2nc(N2CCC(C(N)=O)CC2)c2ccccc23)cc1,i,-2.7,i,i,i,i,i,3.2,i,i,-6.6
COc1ccc(NC(=O)/C=C/c2ccc(OC(F)F)cc2)cn1,i,9.0,i,i,i,i,i,-3.6,i,i,-4.3
Cc1c(-c2ccc(O)cc2)nc2nc(-c3ccccc3)c(-c3ccccc3)nn12,i,/,i,/,/,i,i,-6.3,i,i,-51.9
CCc1ccc(C(=O)CSc2nc(C)cc(=O)[nH]2)cc1,i,-3.2,i,i,i,i,i,4.2,i,i,-2.0
COc1cccc2c1Oc1ncccc1N(C(=O)CCC(=O)NCc1ccccc1Cl)C2,i,3.6,i,i,i,i,i,1.9,i,i,-0.7
COc1ccc(NC(=S)N2CCN(C(=O)C3CCCO3)CC2)c(OC)c1 (centres undefined),i,-1.1,i,i,i,i,i,-3.4,i,i,-6.6
CC(C)CN(C(=O)CN1CCN(c2ccc(O)cc2)CC1)c1c(N)n(CC(C)C)c(=O)[nH]c1=O,i,-3.1,i,i,i,i,i,-0.1,i,i,1.1
COc1ccc(OC)c(NC(=O)c2ccc(OCC(=O)N3CCOCC3)c(OC)c2)c1,i,-3.1,i,i,i,i,i,0.5,i,i,-14.2
C=CCNc1cc(C)oc(=O)c1C(=O)CC,i,-1.1,i,i,i,i,i,-1.4,i,i,-7.8
CC(C)CCNC(=O)c1ccccc1NC(=O)C1=CSCCO1,i,-0.2,i,i,i,i,i,5.7,i,i,-9.1
CS(=O)(=O)N1CCC(Oc2ccccc2C(=O)N2CCC[C@H]2CO)CC1,i,4.9,i,i,i,i,i,3.0,i,i,-5.2

These rows are one share of the data; the hit share may differ from the screen's.
